# M5 antag = CHRM5 antagonism in calcium assay; CHO-hM5 cells, Fluo-8 calcium fluorescence, ACh EC80; inhibition, % at 3 µM; actives 0.59% (n = 360,000); AID 624040;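 active = inhibition above a per-plate cutoff, the mean of that plate's test compounds plus 3 SD, cut at about 27% in these data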;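 note: 0% = acetylcholine EC80 with DMSO and 100% = DMSO without agonist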
# M4 ag = CHRM4 agonism in calcium assay; P08173; CHO-K1 hM4/Gqi5, Fluo-8 calcium fluorescence; vehicle 0%, full acetylcholine response 100%; activation, % at 3 µM; actives 0.14% (n = 360,000); AID 624127;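 active = activation above the run mean over all test wells plus 3 SD, cut at about 32% in these data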;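 note: peak over basal fluorescence ratio per well then scaled between controls; 0% = DMSO wells and 100% = acetylcholine at EC100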
# Target sequence (P08173 whole entry, looked up): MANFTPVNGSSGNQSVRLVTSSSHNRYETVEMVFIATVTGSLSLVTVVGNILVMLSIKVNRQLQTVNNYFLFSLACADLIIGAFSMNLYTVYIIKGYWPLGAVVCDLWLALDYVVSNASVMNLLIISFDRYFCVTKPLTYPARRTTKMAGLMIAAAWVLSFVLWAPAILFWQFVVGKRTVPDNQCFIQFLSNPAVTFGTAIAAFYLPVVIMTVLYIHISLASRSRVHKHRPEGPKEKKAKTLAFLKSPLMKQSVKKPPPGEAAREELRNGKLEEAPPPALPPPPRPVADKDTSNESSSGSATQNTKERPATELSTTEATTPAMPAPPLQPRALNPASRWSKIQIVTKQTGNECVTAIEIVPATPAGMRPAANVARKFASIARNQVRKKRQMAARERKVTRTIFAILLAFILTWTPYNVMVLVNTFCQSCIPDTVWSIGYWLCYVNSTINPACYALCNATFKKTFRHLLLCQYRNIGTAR
# M4 PAM = potentiates acetylcholine response at human M4 receptor; activation, % at 3 µM; P08173; CHO-K1 hM4/Gqi5, Fluo-8 calcium fluorescence, ACh EC20; 0% = ACh EC20, 100% = maximal ACh; actives 0.4% (n = 360,000); AID 624126;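 active = activation above its plate's cutoff, the mean activation of sample wells plus 3 SD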; note: some results filed as inactive read as strong as hits
# CHRM5 PAM = positive allosteric modulators of human muscarinic M5 receptor; activation, % at 3 µM; P08912; CHO-K1 hM5, Fluo-8 calcium, ACh EC20 PAM; 0% = ACh EC20, 100% = ACh EC100; actives 0.3% (n = 360,000);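 active = activation above the run cutoff, the mean activation of all test compounds plus 3 SD, cut at about 18% in these data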
#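 Measured by: Fluo-8 calcium fluorescence; material: human M5 receptor in CHO-K1 cells; schedule: Post-acetylcholine fluorescence recording 140 s; benchmarks: low control EC20 acetylcholine (0%), high control EC100 acetylcholine (100%); read-out: Max/basal fluorescence ratio as % of EC20–EC100 ACh window; compound: single dose, 3 µM nominal final test concentration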
# CHRM4 antagonist = blocks acetylcholine activation of human M4 receptor; P08173; CHO-hM4 cells, ACh EC80, Fluo-8 calcium fluorescence; inhibition, % at 3 µM; actives 0.73% (n = 360,000); AID 624125;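 active = inhibition above its plate's cutoff, the mean inhibition of sample wells plus 3 SD, cut at about 27% in these data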;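 note: 0% = acetylcholine EC80 with DMSO and 100% = DMSO without agonist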
# CRFBP-R2 block = blocks CRF-induced signaling of the CRF-BP/CRF-R2 complex; inhibition, % at 11.8 µM; HEK293 CRF-R2/CRF-BP, CRF-induced calcium fluorescence; actives 0.59% (n = 350,000);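 active = inhibition of the ligand-induced calcium signal above about 50% at the single tested concentration, limit read from the data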
# CRFR2-BP ag = agonists of human CRF-binding protein/CRF-R2 receptor complex; HEK293 CRF-R2/CRF-BP, calcium dye fluorescence (FLIPR); percent of saturating CRF peptide response; activation, % at 13.2 µM; actives 0.46% (n = 350,000); AID 588473;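 active = activation of at least 50%, plus an integration ratio under a set limit after plate pattern correction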;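 note: plate controls were neutral control wells without compound for no effect and CRF at EC100 for full effect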
# CHRM1 PAM = positive allosteric modulators of human M1 muscarinic receptor. P11229. CHO-K1 hM1, Fluo-8 calcium fluorescence, ACh EC20; 0% = ACh EC20, 100% = maximal ACh. activation, % at 3 µM. actives 0.088% (n = 360,000); in the data active = activation above about 19%, passing the limit was not always enough
# Target sequence (P11229 whole entry, looked up): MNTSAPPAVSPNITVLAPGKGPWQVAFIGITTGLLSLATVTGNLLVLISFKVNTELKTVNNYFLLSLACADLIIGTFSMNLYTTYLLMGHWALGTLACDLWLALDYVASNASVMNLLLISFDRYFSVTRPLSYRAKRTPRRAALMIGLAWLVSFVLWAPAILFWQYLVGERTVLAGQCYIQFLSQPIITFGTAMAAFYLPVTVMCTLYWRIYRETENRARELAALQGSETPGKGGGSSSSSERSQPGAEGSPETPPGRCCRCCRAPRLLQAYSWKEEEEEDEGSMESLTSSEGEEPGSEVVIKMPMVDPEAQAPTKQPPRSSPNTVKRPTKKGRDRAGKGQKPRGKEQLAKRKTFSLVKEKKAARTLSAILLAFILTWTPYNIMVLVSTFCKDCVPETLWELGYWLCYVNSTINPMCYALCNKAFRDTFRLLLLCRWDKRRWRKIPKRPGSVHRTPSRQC
# M5 ag = agonists of human muscarinic M5 receptor (CHRM5); P08912; activation, % at 3 µM; AID 624037; CHO-K1 hM5 cells, Fluo-8 calcium fluorescence; 0% DMSO wells, 100% maximal acetylcholine response; actives 0.19% (n = 360,000);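 active = activation above the run's mean over test compounds plus 3 SD, cut at about 23% in these data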;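 note: signal is peak over basal fluorescence ratio across the kinetic read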
# The depositor's hits bear a star; nt = no result given.
SMILES,M5 antag,M4 ag,M4 PAM,CHRM5 PAM,CHRM4 antagonist,CRFBP-R2 block,CRFR2-BP ag,CHRM1 PAM,M5 ag
COc1ccc(OC)c(NC(=O)CCc2nnc3ccc(N4CCC(C)CC4)nn23)c1,9,2,-5,-2,8,-13,0.3,3,-5
CC1(C)C([N+](=O)[O-])C(c2ccc(F)cc2)NC(c2ccc(F)cc2)C1[N+](=O)[O-] (configuration not stated),-8,-2,-12,-7,-22,-6,3.2,-3,-10
COc1nc(-c2ccccc2)c2c(c1C#N)CC(C)(C)OC2,1,-2,-6,-4,-2,5,-1.9,1,-3
O=C(Nc1ccc2c(c1)CCC2)c1ccccc1F,4,-3,-2,-2,-10,5,-3.2,0,-5
CN(C(=O)Cn1cc([N+](=O)[O-])ccc1=O)C1CCCCC1,3,0,-2,2,-2,5,0.3,0,1
CC(C)(C)C(=O)NC(NC(=S)Nc1ccc(S(N)(=O)=O)cc1)C(Cl)(Cl)Cl (configuration not stated),-1,1,6,0,3,-1,4.1,2,2
COc1ccc(O)c(/C=N/NC(=O)c2ccc(OCc3cccc(Br)c3)cc2)c1,0,1,-5,-4,6,25,-0.8,4,3
CC(CNC(=O)Cn1cnc2c(NCc3ccccc3)ncnc21)c1ccccc1 (configuration not stated),-1,2,-1,1,-7,-6,-5.9,0,0
O=C(CC(c1ccccc1)c1ccco1)N1CCOCC1 (configuration not stated),-4,0,-2,2,2,-9,0.0,4,0
COc1cc(OC)cc(-c2c(Sc3ccccc3)c3cc(-c4cnc(OC)nc4)ccc3n2C)c1,0,1,-3,1,-5,nt,nt,nt,1
CC(C)CC1NC(=O)N(CC(=O)Nc2ccc(OCc3ccccc3)cc2)C1=O (configuration not stated),-5,7,3,0,-19,-18,1.2,2,2
Cc1ccc(C)c(S(=O)(=O)N2CCNCC2)c1,1,2,1,-1,-5,-6,-2.4,10,-6
CN(C(=O)c1cccc(NC(=O)Cc2ccc(NC(=O)C3CCN(C(=O)c4ccccc4)CC3)cc2)c1)C1CC1,2,0,8,-7,-21,18,-1.5,2,0
CCOC(=O)N1CCC(NC(=O)CN(c2ccc(C(C)C)cc2)S(=O)(=O)c2c(C)nn(C)c2C)CC1,-3,0,-5,-2,3,11,-0.9,1,0
CC(=O)NCCCNc1ccc([N+](=O)[O-])cc1,1,1,1,3,-4,10,8.4,-2,1
CNC(=O)N(O)C1N(/N=C/c2ccccc2O)C(=S)SC1(C)C (configuration not stated),8,0,-1,0,-3,-17,0.2,8,1
CCCC1(c2ccccc2)NC(=O)N(CC(=O)Nc2cc(S(=O)(=O)N3CCOCC3)ccc2Cl)C1=O (configuration not stated),2,9,-9,0,-5,-10,-0.2,3,3
Cc1ccc(Nc2c(-c3ccccn3)nc3cccc(C)n23)cc1,-1,-1,-4,2,-6,6,-4.3,3,-8
COc1ccc(NC(=O)c2ccc(Cl)nc2)cc1S(=O)(=O)N1CCCCC1,-4,9,13,9,-8,12,1.8,-1,3
Cc1ccc(C)n1NC(=O)c1cccc(Cl)c1,5,0,-4,-3,7,8,2.2,-3,-2
COc1cccc(NC(=O)CSc2nnc(Cc3ccc(OC)c(OC)c3)o2)c1,9,1,2,-1,6,-4,-1.0,5,0
COc1ccc(C(=O)N(CN2CCCC2=O)c2nccs2)cc1OC,-5,1,4,11,10,11,1.1,7,2
COc1ccccc1NC(=O)N1CCN(c2ccccn2)CC1,0,1,6,-2,-6,19,-0.6,9,1
Cn1nc(-c2ccc(OCC(=O)NCC3CCCO3)cc2)c2ccccc2c1=O (configuration not stated),6,5,-6,-11,12,10,0.2,0,4
O=C(CCN1C(=O)/C(=C/c2ccc(F)cc2)SC1=S)NNC(=O)c1ccncc1,9,4,-4,-6,10,-4,-0.4,1,0

# Compound profiles, from the list above. Order of values: M5 antag, M4 ag, M4 PAM, CHRM5 PAM, CHRM4 antagonist, CRFBP-R2 block, CRFR2-BP ag, CHRM1 PAM, M5 ag
# Listed for O=C(Nc1ccc2c(c1)CCC2)c1ccccc1F = 4, -3, -2, -2, -10, 5, -3.2, 0, -5
# Listed for COc1ccc(C(=O)N(CN2CCCC2=O)c2nccs2)cc1OC = -5, 1, 4, 11, 10, 11, 1.1, 7, 2
# Listed for COc1cc(OC)cc(-c2c(Sc3ccccc3)c3cc(-c4cnc(OC)nc4)ccc3n2C)c1 = 0, 1, -3, 1, -5, nt, nt, nt, 1
# Listed for Cc1ccc(C)c(S(=O)(=O)N2CCNCC2)c1 = 1, 2, 1, -1, -5, -6, -2.4, 10, -6
# Listed for COc1ccc(O)c(/C=N/NC(=O)c2ccc(OCc3cccc(Br)c3)cc2)c1 = 0, 1, -5, -4, 6, 25, -0.8, 4, 3

# Additional results
SMILES,M5 antag,M4 ag,M4 PAM,CHRM5 PAM,CHRM4 antagonist,CRFBP-R2 block,CRFR2-BP ag,CHRM1 PAM,M5 ag
Cc1cc(O)c(-c2cc(C(=O)NCc3ccc4c(c3)OCO4)[nH]n2)cc1C,0,-1,18,-4,15,2,3.6,1,1
COc1ccc(C(=O)Nc2ccc3oc(-c4cccc(F)c4)nc3c2)cc1OC,2,2,-7,-2,1,4,1.5,5,1
O=C1C=CC(=O)c2c(O)c(N3CCN(CCOCCO)CC3)c(Br)c(O)c21,2,2,4,12,3,1,2.5,7,5
Cc1ccnn1CCC(=O)O,0,1,15,9,-6,16,2.6,6,0
COc1ccc(OC)c(S(=O)(=O)N2CCN(C(=O)c3cc(C4CC4)nn3-c3ccccc3)CC2)c1,2,0,1,-4,1,9,-0.1,-4,3
O=C(NN1CCOCC1)c1cc(-c2ccccc2)nc2ccccc12,7,1,0,-4,5,15,-0.1,5,-1
Cc1cc([N+](=O)[O-])nn1CC(=O)N1N=C(C(F)F)CC1(O)C(F)F (configuration not stated),7,1,11,1,-5,-5,-2.2,8,-1
O=C(Nc1ccc(C(F)(F)F)cc1)c1cnc(N2CCN(c3ccccn3)CC2)c2ccccc12,4,1,2,-2,-3,-11,-0.8,7,-1
Cc1ccc(-n2c(O)c(C=NCc3ccccn3)c3ccccc3c2=O)cc1,-4,2,-2,-2,-1,13,-1.7,5,0
Cc1ccccc1-c1cc2nc(NCc3cccnc3)n(C)c(=O)c2s1,-3,2,0,1,-4,nt,nt,-2,-1
CCCc1cc2c(cc1NC(=O)c1ccc(C(C)(C)C)cc1)OCO2,-4,-3,-1,-9,-18,26,-0.1,-12,-8
Cc1nc(OCC(=O)c2ccc(Cl)cc2)c(C#N)c2c1COC(C)(C)C2,-3,0,5,0,9,12,0.9,0,-3
COc1ccc(NC(NC(=O)c2ccc(OC)cc2)C(Cl)(Cl)Cl)cc1 (configuration not stated),12,8,-6,-10,6,28,-1.2,-4,2
O=C(NCCCc1nc2ccccc2[nH]1)c1cccs1,10,3,7,14,-1,12,-0.9,-5,0
COc1ccc(NC(=O)CSc2nc3ccccc3c(=O)n2CCC(=O)N2CCCCC2)cc1,-1,10,1,-9,-12,-19,-1.1,1,5
CC(C)Cn1c(O)c(/C=C2\C=NN=C2c2ccccc2)sc1=S,-5,0,11,-4,-9,11,-1.2,9,-2
Cc1ccc(C)c(S(=O)(=O)C(C#N)c2nc3ccccc3nc2N2CCOCC2)c1 (configuration not stated),-7,0,2,4,4,63*,5.9,0,0
c1ccc(-c2nc(-c3ccco3)n3ccccc23)cc1,9,3,6,-7,-16,-18,16,3,-1
COC(=O)c1sc(N2C(=O)C(O)=C(C(=O)c3ccc(C)o3)C2c2ccc([N+](=O)[O-])cc2)nc1C (configuration not stated),3,0,4,7,-1,14,-0.8,9,-2
O=C(NCc1ccco1)c1csc2c1CCCC2,19,1,3,-5,-13,8,0.5,6,-5
Cc1ccc(-c2nnn(CC(=O)N(CCN3CCOCC3)C(C(=O)NC(C)(C)C)c3ccco3)n2)cc1 (configuration not stated),3,1,2,1,-1,0,-0.9,14,-4
O=C(NC1=NCCS1)c1ccc(Cl)c(S(=O)(=O)N2CCCCCC2)c1,0,5,-8,0,3,-5,-0.6,5,1
O=C(CCc1nnc(-c2ccc(-c3ccccc3)cc2)o1)N1CCCCC1,15,13,-9,-14,-11,-21,-1.5,1,2
O=C1N[C@@H](c2ccccc2)COC(=O)[C@@H](Cc2ccc(F)cc2)C/C=C\C[C@@H]1CC(=O)N(CCO)Cc1ccccc1,10,56*,-13,-31,17,-16,0.6,-19,15
COc1ccc(C(=O)CSc2nnc(CN3CCCCC3)n2-c2ccc(Cl)cc2)cc1OC,1,7,1,3,10,-41,19,5,17

# 5 entries picked at random from those above, as already listed:
SMILES,M5 antag,M4 ag,M4 PAM,CHRM5 PAM,CHRM4 antagonist,CRFBP-R2 block,CRFR2-BP ag,CHRM1 PAM,M5 ag
COc1ccc(NC(=O)c2ccc(Cl)nc2)cc1S(=O)(=O)N1CCCCC1,-4,9,13,9,-8,12,1.8,-1,3
CC1(C)C([N+](=O)[O-])C(c2ccc(F)cc2)NC(c2ccc(F)cc2)C1[N+](=O)[O-] (configuration not stated),-8,-2,-12,-7,-22,-6,3.2,-3,-10
Cc1ccc(-n2c(O)c(C=NCc3ccccn3)c3ccccc3c2=O)cc1,-4,2,-2,-2,-1,13,-1.7,5,0
O=C(CCc1nnc(-c2ccc(-c3ccccc3)cc2)o1)N1CCCCC1,15,13,-9,-14,-11,-21,-1.5,1,2
CC(C)CC1NC(=O)N(CC(=O)Nc2ccc(OCc3ccccc3)cc2)C1=O (configuration not stated),-5,7,3,0,-19,-18,1.2,2,2

# (continued)
SMILES,M5 antag,M4 ag,M4 PAM,CHRM5 PAM,CHRM4 antagonist,CRFBP-R2 block,CRFR2-BP ag,CHRM1 PAM,M5 ag
COc1ccc2nc(Cl)c(C3CC(c4ccco4)=NN3C(=O)CCC(=O)O)cc2c1 (configuration not stated),3,1,0,1,-6,5,1.4,-1,-1
CC(C)(C)C(=O)Cn1ncc(N2CCCC2)c(Br)c1=O,0,0,2,2,2,-8,0.4,3,-3
COc1ccc(N2CCC(CNC(=O)Nc3ccc(C)c(C)c3)C2)cc1 (configuration not stated),5,1,4,-3,-12,6,1.7,15,2
CC(NCc1ccc(F)cc1)C(=O)NC1CCCCC1 (configuration not stated),4,0,-7,-5,4,4,-1.1,7,-2
CC(=O)Nc1cccc(Nc2nc(-c3ccccc3F)nc3ccccc23)c1,10,11,-14,-16,-4,-32,-0.1,-7,2
C#CCOc1nc2c(c(=O)n(C)c(=O)n2C)n1Cc1ccccc1,11,9,-1,-13,-22,-15,-7.2,-5,5
CCC(=O)c1ccc(N2CCN(C(=O)c3cccs3)CC2)c(F)c1,4,13,-8,-11,-5,-5,-2.4,6,4

# From PubChem
